Assay outcomes (PubChem BioAssay)
GPR55 activation: GPR55 agonists via beta-arrestin recruitment, primary screen, imaging, U2OS cells, beta-arrestin-GFP redistribution (AID 1961); U2OS GPR55 beta-arrestin-GFP redistribution imaging; higher % means a stronger effect; activation, % at 10 µM, or EC50 in µM where a hit was titrated; 290,000 tested, 0.048% active;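 active = activation above 40% with more than 50 cells counted in the well; inconclusive = wells holding fewer than 50 cells, flagged as toxic or sparse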;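 also: U2OS osteosarcoma cells stably expressing GPR55 and beta-arrestin-GFP; plate controls were DMSO negative control for no effect and LPI positive control for full effect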
Rac1 GTP hydrolysis: MgcRacGAP GTPase-activating activity inhibitors, confirmation, biochemical, ADP Hunter fluorescence; MgcRacGAP-stimulated Rac1 GTP hydrolysis, ADP Hunter fluorescence; higher % means a stronger effect; GST-tagged Rac1 F28L mutant substrate; inhibition, % at 30 µM; hits with a dose series show IC50 in µM; 340,000 tested, 0.6% active; AID 624330;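 active = first-screen hits whose inhibition reached a set limit at any dose in the follow-up dose series; inconclusive = inhibition above the set first-screen limit but never retested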;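 also: fluorescence reports GDP produced by GAP-driven GTP hydrolysis; strong numbers were not always called active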
KOR beta-arrestin-1: kappa opioid receptor activators – cell-based, luminescence, uHTS, primary screen (AID 1777); KOR beta-arrestin recruitment, luminescence; higher % means a stronger effect; activation, % at 10 µM, or EC50 in µM where a hit was titrated; 280,000 tested, 0.02% active; in the data active = activation above about 50%, passing the limit was not always enough; also: a part of the inactive calls stands beside numbers as strong as those of hits
KOR beta-arrestin-2: KOR antagonists, beta-arrestin recruitment, cell-based, luminescence, uHTS (AID 1778). 290,000 tested, 0.091% active. KOR beta-arrestin recruitment, luminescence, antagonist mode; higher % means a stronger effect. inhibition, % at 10 µM; hits with a dose series show IC50 in µM; also: strong numbers were not always called active
SV40 large T antigen: SV40 large T antigen inhibitors, biochemical (AID 1903); SV40 large T antigen ATPase/helicase inhibition assay; higher % means a stronger effect; one-dose inhibition, % at 20 µM; IC50 in µM for titrated hits; 310,000 tested, 0.39% active; in the data active = a potency from the dose series; inconclusive = inhibition mostly from about 32% at the one dose, without a potency; inactive = the rest, 99 in 100 with inhibition below about 32%; also: strong numbers were not always called active
HEK293 NOD2/NF-kB: inhibition of NOD2-driven NF-kB reporter – cell-based, luminescence, uHTS, HEK293 (AID 1566); 290,000 tested, 0.63% active; HEK293 NOD2/NF-kB luciferase reporter, luminescence; higher % means a stronger effect; inhibition, % at 4 µM, or EC50 in µM where a hit was titrated; also: many of its hits are not listed in these tables
GPR55 LPI antagonism: inhibition of LPI-stimulated GPR55 beta-arrestin translocation – imaging, U2OS, beta-arrestin-GFP, LPI agonist, primary screen (AID 2013). U2OS GPR55 beta-arrestin-GFP translocation imaging, LPI antagonism; higher % means a stronger effect. one-dose inhibition, % at 10 µM; IC50 in µM for titrated hits. 290,000 tested, 0.13% active;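 active = spots per cell inhibited over 60%, with over 100 cells counted and total cytoplasm intensity under 500,000; inconclusive = wells with under 100 cells, flagged as likely toxic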;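 also: U2OS cells stably carrying GPR55 and arrestin-GFP stimulated by 5 µM LPI near EC80; imaged beta-arrestin-GFP aggregate spots per cell after agonist stimulation; plate controls were LPI-stimulated DMSO wells for no effect and DMSO wells without LPI for full effect; some results filed as inactive read as strong as hits; confirmed hits need IC50 under 10 µM and bright autofluorescent wells are also inconclusive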
NOD1 NF-kB reporter: NOD1 signaling inhibitors, primary screen, cell-based, luminescence, uHTS (AID 1578); NOD1-driven NF-kB luciferase reporter cells, luminescence; higher % means a stronger effect; inhibition, % at 4 µM, or EC50 in µM where a hit was titrated; 290,000 tested, 1% active; in the data active = inhibition mostly above about 36%, no sharp cut-off; inactive = mostly below about 34%;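 also: HEK-293T reporter cells stimulated with the NOD1 agonist gamma-tri-DAP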
HIV fusion peptide: inhibitors of HIV fusion peptide binding, primary screen, biochemical, uHTS, fluorescence dequenching (AID 1986) | 290,000 tested, 0.3% active | inhibition, % at 20 µM; hits with a dose series show IC50 in µM | cell-free peptide binding, fluorescence dequenching, 30 min; higher % means a stronger effect; in the data active = inhibition mostly above about 52%, no sharp cut-off; inactive = mostly below about 76%; also: some results filed as inactive read as strong as hits
Numbers without * were called inactive; ? = inconclusive; · = no result given; [ ] = dose if it differs, or a comment. Rule as the data show it, unless noted: active = inhibition above about 50%; inactive = the rest. Only part of the results is shown; rates above refer to the full screens.

Start of the data: the first three entries as a preview:
Results follow in this order: KOR beta-arrestin-2	HEK293 NOD2/NF-kB	GPR55 activation	NOD1 NF-kB reporter	SV40 large T antigen	KOR beta-arrestin-1	GPR55 LPI antagonism	HIV fusion peptide	Rac1 GTP hydrolysis
CC1CCCN(CC(O)COc2ccc(Cl)cc2)C1 (stereo not drawn)
  -33.6%	12.7%	0.2%	12.8%	6.8%	1.0%	11.0%	0.1%	0.3%
C/C(=N\NC(=O)c1ccc(Cl)c(S(=O)(=O)Nc2ccccc2Cl)c1)c1ccncc1
  1.5%	5.5%	-0.2%	-16.1%	16.8%	-1.2%	3.6%	5.4%	3.4%
CCc1cccc(NC(=O)c2ccc(Cn3nc(C)cc3C)o2)c1
  -8.8%	-11.7%	-0.2%	-40.6%	4.0%	0.0%	2.5%	1.1%	-7.2%

Main list, repeating the preview:
Results follow in this order: KOR beta-arrestin-2	HEK293 NOD2/NF-kB	GPR55 activation	NOD1 NF-kB reporter	SV40 large T antigen	KOR beta-arrestin-1	GPR55 LPI antagonism	HIV fusion peptide	Rac1 GTP hydrolysis
CC1CCCN(CC(O)COc2ccc(Cl)cc2)C1 (stereo not drawn)
  -33.6%	12.7%	0.2%	12.8%	6.8%	1.0%	11.0%	0.1%	0.3%
C/C(=N\NC(=O)c1ccc(Cl)c(S(=O)(=O)Nc2ccccc2Cl)c1)c1ccncc1
  1.5%	5.5%	-0.2%	-16.1%	16.8%	-1.2%	3.6%	5.4%	3.4%
CCc1cccc(NC(=O)c2ccc(Cn3nc(C)cc3C)o2)c1
  -8.8%	-11.7%	-0.2%	-40.6%	4.0%	0.0%	2.5%	1.1%	-7.2%
COc1ccc(C(c2nnnn2C2CCCCC2)N2CCN(c3ccccc3)CC2)cc1 (stereo not drawn)
  -53.0%	-21.7%	-0.1%	1.6%	·	1.9%	2.8%	-1.0%	·
O=C(N1CCC(n2nc(-c3ccccc3)oc2=O)CC1)C1(c2ccccc2)CC1
  -60.3%	-6.8%	-0.2%	-30.5%	3.4%	3.1%	-6.7%	-1.5%	6.6%
CCOc1ncccc1C(=O)OCc1c(F)cccc1Cl
  -25.7%	5.9%	-0.3%	-17.2%	4.2%	-0.1%	18.3%	-0.1%	-3.9%
O=C(O)c1cccc(N/N=C/C2=C(Cl)c3cc(Cl)ccc3SC2)c1
  -10.1%	-103.2%	0.2%	-27.6%	2.6%	0.6%	1.0%	37.0%	12.0%
Cc1ccc(NC(=O)C2CCN(S(=O)(=O)c3ccc4[nH]c(=O)oc4c3)CC2)cc1F
  -8.8%	19.0%	-0.2%	5.0%	8.3%	0.0%	14.1%	10.7%	-10.6%
COc1ccc(C)c(Cn2c(-c3nonc3N)nc3ccccc32)c1
  -39.1%	-9.1%	-0.2%	-21.5%	18.3%	7.7%	-9.0%	1.6%	2.7%
COc1ccc(-n2c(SCC(=O)NCc3ccco3)nc3sc4c(c3c2=O)CCN(C)C4)cc1
  4.6%	23.5%	-0.2%	-19.2%	22.4%	0.2%	13.3%	10.2%	5.3%
COc1cccc(NC(=O)CC(C)=O)c1
  -38.8%	-16.2%	0.8%	-16.5%	5.6%	8.8%	1.5%	0.3%	6.7%
COc1ccc(C)cc1Nc1cc(C)nc2ncnn12
  -17.1%	-15.7%	-0.2%	-28.0%	7.9%	3.4%	1.4%	2.8%	-3.0%
Cc1cccc(CN2CCN(C(=O)c3cccc4ccccc34)CC2)c1
  -19.4%[20 µM]	6.8%	0.0%	-25.4%	5.7%	-2.0%	11.9%	0.1%	15.3%
Cc1ccccc1S(=O)(=O)Cc1ccc(C(=O)N(C)C2CCCCC2)o1
  26.4%	14.2%	-0.1%	-19.8%	2.3%	-3.3%	5.4%	-0.6%	3.0%
O=C(NCCC1=CCCCC1)C1CCN(S(=O)(=O)c2cccc3cccnc23)CC1
  7.3%	-19.9%	0.2%	-18.5%	1.2%	-2.4%	-8.9%	-0.2%	3.6%
O=C(NCc1ccccc1)NC1CCCCC1
  -33.8%	15.2%	0.1%	-3.1%	-0.1%	4.6%	-4.5%	-1.4%	2.9%
COc1cccc(CN2CCNC(=O)C2CC(=O)N(C)CCC2CCOCC2)c1 (stereo not drawn)
  -54.9%	8.4%	0.2%	-9.5%	10.7%	1.2%	15.6%	3.5%	5.4%
NC(=O)C1CCN(c2ccnc3cc(Cl)ccc23)CC1
  -3.8%	4.3%	-0.2%	-22.5%	5.0%	-0.4%	-11.3%	0.5%	4.3%
CC(C)c1ccc(CNc2ccc([N+](=O)[O-])cn2)cc1
  11.6%	-131.3%	0.6%	-34.6%	4.8%	0.4%	4.6%	0.3%	2.8%
COc1cc(/C=N/n2cnnc2)ccc1OCCOc1ccccc1
  10.5%	-3.1%	-0.1%	-18.2%	2.9%	-1.8%	24.3%	-1.0%	9.3%
COc1ccc(Cl)cc1NC(=O)COC(=O)CCNC(C)=O
  -12.1%	-1.4%	-0.2%	-1.5%	3.1%	·	8.4%	2.3%	-4.1%
Cc1ccccc1NS(=O)(=O)c1cc(S(C)(=O)=O)ccc1Cl
  -6.4%	3.6%	-0.1%	-0.6%	0.4%	-1.4%	-2.9%	-1.8%	8.2%
COc1ccc(CCN2C(=O)CC(NNC(=O)c3cccc(O)c3)C2=O)cc1 (stereo not drawn)
  25.8%	-20.3%	0.2%	-31.1%	8.8%	0.4%	-2.4%	6.1%	-0.3%
O=C(CC1CCCCC1)NCc1ccccc1
  6.9%	-1.8%	-0.2%	-22.6%	15.8%	-2.7%	14.3%	-0.6%	5.4%
CC(C)C(C(=O)NCc1ccco1)N(C(=O)CNS(=O)(=O)c1ccccc1)c1ccccc1 (stereo not drawn)
  -33.1%[20 µM]	7.1%	0.3%	-7.4%	2.1%	-13.4%	6.8%	-1.6%	3.6%
CN(C)c1ccc(NC(=O)c2cccc(N3C(=O)CCC3=O)c2)cc1
  5.8%	4.3%	-0.1%	-0.9%	9.21µM*	-9.2%	8.5%	-3.0%	?
COc1cc(CN2CCC(CO)(CCOc3ccccc3)CC2)cc(OC)c1
  16.6%	4.5%	0.6%	-1.8%	10.8%	-2.2%	-3.5%	-0.9%	7.6%
COc1ccc(CC(=O)O/N=C(\N)c2ccncc2)cc1
  19.9%	7.1%	-0.1%	-3.7%	7.9%	-2.4%	9.8%	-1.2%	2.1%
CC(C)CC1NC(=O)N(CC(=O)N2c3ccccc3NC(=O)C2(C)C)C1=O (stereo not drawn)
  4.2%	13.6%	0.1%	-16.9%	5.6%	-2.3%	-1.4%	-2.2%	4.2%
COc1ccc(C(=O)NCC(=O)OCC(=O)N2CCN(S(=O)(=O)c3ccccc3)CC2)cc1
  ·	0.9%	1.1%	-12.7%	10.6%	-2.8%	-9.5%	0.5%	-1.8%
N#CCSc1nnc(SCC#N)s1
  2.2%	4.8%	0.3%	-10.6%	8.1%	7.9%	4.8%	-0.5%	16.0%
COC(=O)C1=C(C)NC2=C(C(=O)CCC2)C1c1cccc(C)n1 (stereo not drawn)
  -90.0%	-12.4%	-0.1%	-7.7%	2.5%	-2.9%	33.8%	-1.0%	2.0%
CSC1=C(C#N)C(=O)NC(c2ccc(Cl)cc2)S1 (stereo not drawn)
  30.8%	24.4%	0.6%	45.0%*	12.3%	-2.0%	1.8%	-0.8%	8.3%
CCC(C)Sc1nnc(-c2c[nH]c3ccccc23)n1CCOC (stereo not drawn)
  -16.1%	-5.5%	0.0%	2.2%	13.8%	5.1%	9.3%	0.7%	0.5%
COc1ccccc1NC(=O)Nc1nnc(CC(=O)Nc2cccc(C)c2)s1
  17.0%	9.2%	-0.1%	0.4%	10.0%	-0.5%	-3.3%	-0.6%	11.9%
CCCCSc1nnc([C@@H](NC(=O)OC(C)(C)C)C(C)C)o1
  1.5%	10.9%	-0.1%	13.4%	-2.4%	-3.7%	16.5%	0.5%	5.6%
Fc1ccc(/C=N/Nc2nc(-c3cccnc3)nc3ccccc23)cc1
  0.9%	-53.9%	-0.1%	-2.4%	6.2%	5.8%	1.3%	-3.1%	10.7%
COc1ccccc1OCCn1cc(C(=O)O)c2ccccc21
  -15.4%[20 µM]	-6.7%	-0.1%	-26.2%	·	2.6%	-6.9%	-0.2%	-11.3%
CN1C(=O)c2ccccc2N(C)C1c1ccc(F)cc1 (stereo not drawn)
  -4.2%[20 µM]	14.1%	-0.1%	21.1%	11.9%	-2.9%	1.3%	2.4%	0.2%
CCCCc1c(C)[nH]c(C(=O)OCC)c1C
  -31.4%	-0.4%	0.0%	-39.7%	4.1%	1.9%	0.6%	-2.4%	0.7%
CCN1C(=O)CC(c2ccco2)Sc2ccccc21 (stereo not drawn)
  24.0%	-12.6%	1.5%	-29.6%	-3.3%	-2.8%	1.5%	0.0%	5.8%
Cc1c(CCOC(=O)c2cc([N+](=O)[O-])ccc2Cl)sc[n+]1CCCCS(=O)(=O)[O-]
  26.7%	18.5%	-0.5%	-10.0%	-5.6%	-4.9%	2.8%	-0.3%	6.4%
CC(=O)c1sc(NC(=O)c2ccc(Cn3cc(Br)cn3)o2)nc1C
  36.4%	-2.3%	-0.1%	-10.3%	8.9%	-6.4%	4.3%	1.2%	-3.8%
Cc1ccc(S(=O)(=O)NCC(=O)N2CCN(c3ccccc3F)CC2)cc1
  -10.6%	9.5%	0.3%	-26.8%	2.0%	1.7%	6.5%	-0.2%	5.8%
Cc1ccc(C(=O)NCC(=O)NC23CC4CC(CC(C4)C2)C3)cc1
  -1.5%	-22.6%	-0.1%	-38.6%	21.7%	-1.1%	6.6%	0.0%	3.2%
COc1cccc2cc(C(=O)NC(C)c3ccccc3)c(=O)oc12 (stereo not drawn)
  -9.7%	7.3%	-0.1%	-11.7%	-3.1%	5.5%	-2.3%	-1.8%	5.3%
CCCCc1cc(=O)oc2cc(OCC(=O)Nc3cccnc3)c(Cl)cc12
  -4.1%	·	-0.1%	·	13.8%	2.6%	3.5%	-0.5%	9.0%

Some entries already given, reduced to NOD1 NF-kB reporter.
Molecule	NOD1 NF-kB reporter
COc1ccccc1NC(=O)Nc1nnc(CC(=O)Nc2cccc(C)c2)s1	0.4%
CSC1=C(C#N)C(=O)NC(c2ccc(Cl)cc2)S1 (stereo not drawn)	45.0%*
